# High-throughput results from PubChem BioAssay.
# M1 PAM = human CHRM1 positive allosteric modulation | CHO-K1 hM1, Fluo-8 calcium fluorescence, ACh EC20; 0% = ACh EC20, 100% = maximal ACh | activation, % at 3 µM | 0.088% of 360,000 active | AID 588819; in the data active means activation above about 19%, passing the limit was not always enough
# Target sequence (P11229 whole entry, looked up): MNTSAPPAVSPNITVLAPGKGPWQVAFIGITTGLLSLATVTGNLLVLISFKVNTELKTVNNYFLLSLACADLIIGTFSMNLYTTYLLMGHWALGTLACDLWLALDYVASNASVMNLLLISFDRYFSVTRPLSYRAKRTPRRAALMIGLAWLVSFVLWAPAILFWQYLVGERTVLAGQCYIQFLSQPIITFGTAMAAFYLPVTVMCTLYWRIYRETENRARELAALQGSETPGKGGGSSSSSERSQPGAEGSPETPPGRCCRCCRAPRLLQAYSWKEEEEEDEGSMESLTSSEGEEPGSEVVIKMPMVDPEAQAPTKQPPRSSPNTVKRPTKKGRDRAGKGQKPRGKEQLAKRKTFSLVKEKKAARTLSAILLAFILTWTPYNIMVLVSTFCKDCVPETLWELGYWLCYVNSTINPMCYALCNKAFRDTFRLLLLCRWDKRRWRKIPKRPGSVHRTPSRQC
# CHO-K1 Ca antag = nonselective inhibitor or artifact in parental CHO-K1 cells. 0.6% of 360,000 active. inhibition, % at 3 µM. AID 602250. ATP-induced calcium, Fluo-8 fluorescence;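 active means inhibition above a per-plate cutoff, the plate's mean sample inhibition plus 3 SD, cut at about 24% in these data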;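 further: 0% = DMSO plus EC80 ATP and 100% = DMSO alone without ATP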
# TAAR1 ag = agonists of human TAAR1; AID 624467; 0.99% of 360,000 active; CHO RD-HGA16 TAAR1, Fluo-8 calcium fluorescence; vehicle wells 0%, saturating PEA agonist 100%; activation, % at 3 µM; Q96RJ0;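 active means activation above the mean activation of all test compounds in the run plus 3 SD, cut at about 38% in these data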
# Target sequence (Q96RJ0 whole entry, looked up): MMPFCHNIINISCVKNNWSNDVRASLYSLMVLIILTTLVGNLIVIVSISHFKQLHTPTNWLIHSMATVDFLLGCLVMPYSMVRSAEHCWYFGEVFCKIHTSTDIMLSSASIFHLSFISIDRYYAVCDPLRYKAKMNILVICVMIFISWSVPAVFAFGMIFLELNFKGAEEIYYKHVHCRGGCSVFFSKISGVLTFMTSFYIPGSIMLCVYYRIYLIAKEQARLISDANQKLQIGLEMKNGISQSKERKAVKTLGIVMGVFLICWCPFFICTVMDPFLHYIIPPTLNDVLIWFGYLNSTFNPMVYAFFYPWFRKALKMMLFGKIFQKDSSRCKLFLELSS
#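 Signal – calcium-sensitive Fluo-8 signal, excitation 470-495, emission 515-575 nm · System – RD-HGA16 (CHO) cells co-expressing Gα16 and hTAAR1 · Incubation – 17-24 h seeding, 75 min 37 °C dye, 30 min RT · Compound dosing – 3 µM single concentration · Repeats – no replicates (n 1)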
# M1 antag = antagonists of human M1 muscarinic receptor; inhibition, % at 3 µM; 1.3% of 360,000 active; AID 588852; CHO-K1 hM1, Fluo-8 calcium fluorescence, ACh EC80 antagonist; P11229;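 active means percent inhibition above its own plate's cutoff, namely the mean of that plate's compound wells plus 3 SD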;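 further: peak over basal fluorescence ratio during 140 s after agonist addition; 0% = ACh EC80 plus DMSO and 100% = DMSO alone without agonist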
# M1 ag parental = M1 agonist counterscreen hit in parental CHO-K1 cells; Fluo-8 calcium fluorescence; scaled to maximal ATP response, vehicle zero; activation, % at 3 µM; 0.48% of 360,000 active; in the data active means activation above about 15%;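 further: untransfected CHO-K1 host cells lacking M1 receptor as counterscreen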
# CHO-K1 Ca PAM = M1 PAM counterscreen hit in parental CHO-K1 cells | 0.02% of 360,000 active | ATP EC20, Fluo-8 calcium fluorescence; 0% at ATP EC20, 100% at ATP max | AID 602247 | activation, % at 3 µM;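 active means activation above the run cutoff, the mean activation of all test compounds plus 3 SD, cut at about 40% in these data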;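 further: peak over basal fluorescence ratio in a 140 s read after ATP addition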
# CHO parental Ca = counter-screen: ATP calcium response change in parental CHO cells | AID 463079 | parental CHO-K1, ATP-induced calcium, Fluo-8 fluorescence | 0.63% of 330,000 active | inhibition, % at 5.6 µM;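 active means inhibition above that plate's mean sample inhibition plus 3 SD, cut at about 26% in these data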;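 further: 0% = ATP-challenged DMSO wells and 100% = DMSO wells without ATP; some compounds past the cut are filed as inactive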
#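 Test system: parental CHO cells; detection: calcium-sensitive Fluo-8 fluorescence; evaluation: percent inhibition of calcium signal; also added: ATP as calcium-mobilizing challenge; repeats: one well per compound; control set: ATP-challenged DMSO wells low, unchallenged DMSO wells high; compound: single nominal dose of 5.6 µM per compound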
# M1 ag = human M1 muscarinic receptor agonism | activation, % at 3 µM | AID 588814 | 0.33% of 360,000 active | CHO-K1 hM1, Fluo-8 calcium fluorescence, agonist mode; 0% DMSO, 100% acetylcholine EC100 | P11229;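 active means activation above the run's mean compound activation plus 3 SD, cut at about 16% in these data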;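 further: peak over basal fluorescence ratio within a 140 s kinetic read after compound addition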
# TAAR1 antag = antagonists of human TAAR1; CHO RD-HGA16 TAAR1, Fluo-8 calcium fluorescence, antagonist; inhibition, % at 3 µM; 1.5% of 360,000 active;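 active means inhibition above a per-plate cutoff, the mean inhibition of test compounds on that plate plus 3 SD, cut at about 49% in these data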;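 further: 0% = DMSO plus EC80 beta-PEA response and 100% = DMSO alone without agonist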
#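 test system = CHO RD-HGA16 cells bearing hTAAR1 | replication = singlicate | controls = DMSO-only wells and EC80 β-PEA-stimulated wells | reagent = EC80 β-phenethylamine stimulus | read-out basis = percent inhibition of PEA-evoked calcium signal, max/basal emission ratio | schedule = seeding 17-24 h prior, 75-min 37 °C, 30-min RT dye loading | signal = kinetic Fluo-8 calcium fluorescence measurement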
# Starred values were filed as active, the others as inactive; . = not tested or not shown.
SMILES,M1 PAM,CHO-K1 Ca antag,TAAR1 ag,M1 antag,M1 ag parental,CHO-K1 Ca PAM,CHO parental Ca,M1 ag,TAAR1 antag
CSC1=C(C#N)C(c2ccncc2)C(C(=O)Nc2ccccc2)=C(C)N1 (stereo not drawn),-7,-3,-1,15,5.0,2,-10,-3,-26
Cc1ccsc1/C=N/Nc1ccc(F)cc1F,-9,-1,-2,5,7.0,-6,-20,-6,0
O=C(COc1ccccc1[N+](=O)[O-])NCc1cccnc1,6,-15,3,-3,0.5,16,-2,-8,1
O=C(OCc1ccc2c(c1)OCO2)c1ccc(S(=O)(=O)N2CCCCC2)cc1,11,-13,-1,-14,0.3,19,-4,-4,3
CCN(CC(=O)NCc1cccs1)C(=O)c1ccccc1Cl,2,-1,1,2,2.0,2,-17,-5,-24
O=C(Nc1ccc(Cc2ccncc2)cc1)c1ccc(N2CCOCC2)c([N+](=O)[O-])c1,-4,-9,30,5,5.1,2,-4,0,95*
CCn1c(NCc2cccc(OC)c2OC)nc2ccccc21,-1,-7,4,-15,0.5,14,-10,-5,16
S=C(NC1CCCCC1)N1CCN(C2CCCCC2)CC1,8,-13,0,-6,0.6,-5,-17,-8,11
O=C(O)c1cc(NC(=O)c2cccc(N3C(=O)c4ccccc4C3=O)c2)cc(C(=O)O)c1,7,-15,1,-18,3.3,23,2,1,-6
Cc1c(Cl)cnc(NC(=O)COC(=O)C(NC(=O)c2ccco2)C(C)C)c1Cl (stereo not drawn),9,-3,1,-7,0.7,17,-12,-2,-20
CCOC(=O)c1nn(-c2ccccc2C)c(=O)c2c(N)scc12,9,-18,2,-12,0.2,-8,-2,-1,-41
CCCCC(C(=O)OCC(=O)c1ccc(OC)cc1)N1C(=O)c2ccccc2C1=O (stereo not drawn),4,-22,8,0,3.1,13,5,0,29
COc1ccc(C(=O)CCC(=O)N2CCN(c3ccc(C)cc3)C(C)C2)cc1 (stereo not drawn),-9,-6,-2,12,6.8,-10,-19,-2,-48
COc1cc(C(=O)Nn2c(C)nc3ccccc3c2=O)cc(OC)c1OC,-5,0,5,6,3.9,-1,-1,-4,16
C/C(CC(=O)Nc1ccc(Cl)cc1Cl)=N\NC(=O)c1ccco1,2,-1,-2,-2,0.0,5,-25,0,3
Cc1ccc(S(=O)(=O)NN2C(=O)c3ccccc3NC2c2ccccn2)cc1 (stereo not drawn),18,-16,2,-7,-0.4,25,-24,-1,-1
O=C(Nc1ccccc1Cl)c1cccc(COc2cc(Cl)ccc2Cl)c1,7,-4,9,-30,0.1,8,-23,-1,-3
COc1cc(/C=C2\CCC(C3CCCC3)C2=O)cc(OC)c1OC (stereo not drawn),0,-9,3,1,0.7,-10,-10,-1,-9
COc1ccccc1NC(=O)NC1(C(=O)N2CCC(O)CC2)CCCCC1,4,-1,8,-2,0.0,16,-10,-3,6
CC(C)n1c(O)c(N=NC(=O)c2ccccc2NS(=O)(=O)c2cccs2)c2ccccc21,9,-3,0,-8,0.1,17,-11,-8,-2
CC(=O)Oc1ccccc1C(=O)OCCN=C1NS(=O)(=O)c2ccccc21,4,-7,2,-2,1.6,-4,-3,-1,1
COC1CC(C)C(OC)c2cc(O)cc(c2O)NC(=O)C(C)=CC=CC(C)C(OC(N)=O)C(C)=CC(C)C1OC (stereo not drawn),13,11,2,6,-0.3,-23,.,11,-6
COc1ccc(/C=C(/NC(=O)c2ccccc2)C(=O)N2CCOCC2)cc1OC,12,-14,3,-11,0.6,2,-2,-3,5
COC(C[C@@H](O)[C@H](C)[C@@H](O)COCc1ccccc1)OC,-32,-10,4,51*,0.8,14,.,-9,0
Cc1ccccc1NS(=O)(=O)c1cc(C(N)=O)ccc1C,0,-3,4,0,0.2,-1,-9,-3,-9

# Remaining list, next part.
SMILES,M1 PAM,CHO-K1 Ca antag,TAAR1 ag,M1 antag,M1 ag parental,CHO-K1 Ca PAM,CHO parental Ca,M1 ag,TAAR1 antag
CCOC(=O)C1CCN(C(=O)C2CCN(C(=O)c3ccc([N+](=O)[O-])cc3)CC2)CC1,-1,-1,.,7,0.5,5,-7,-4,.
CCCCCCOc1ccc(N2C(=O)CC(N3CCN(C(=O)c4ccco4)CC3)C2=O)cc1 (stereo not drawn),-3,10,10,9,0.8,-8,-21,-2,10
Cc1ccc(-c2cc(C(=O)NCCCN3CCOCC3)c3ccccc3n2)cc1C,0,-9,8,1,4.8,8,-34,-2,2
Cc1cc(NC(=O)COC(=O)C2CCC2)no1,2,-2,6,-1,-0.5,5,2,-5,-3
Cc1ccc(S(=O)(=O)C2C(=O)N(C)C3(C)CC2c2ccccc2O3)cc1 (stereo not drawn),10,-3,0,-6,-0.1,8,-6,-8,-21
O=C(CC1(C(=O)O)CCCC1)N1CCOCC1,4,-4,6,-2,-0.1,13,13,-5,2
FC(F)Oc1ccc(-n2cc(-c3ccccc3)[n+]3c2CCCCC3)cc1,-5,-16,3,10,0.9,24,-22,-7,-19
CCOc1cccc(C(=O)Nc2ccccc2OC(F)F)c1,4,-12,-1,-3,-0.1,16,-13,-5,3
CC(C)(C)c1cc(N2CCOCC2)n2ncc(-c3ccccc3)c2n1,6,-5,2,-9,-0.1,8,-2,-1,-23
CCCC(=O)N1CCC1(C)C(=O)NS(=O)(=O)c1ccc(C)cc1 (stereo not drawn),3,-10,1,-7,0.4,9,.,-2,-35
CCOC(=O)c1cnc2c(c(C)nn2CC)c1Cl,6,-14,11,-14,1.1,9,-14,-5,-17
CCNc1nc(NC(C)(C)C)nc(N2CCCCC2)n1,-28,-8,35,86*,4.8,21,0,-11,-5
CCOC(=O)c1c(CCl)nc2ccccc2c1C,14,0,-2,-13,0.0,-9,-6,-5,-30
CC(C)CCNC(=O)CCc1nnc(COc2ccccc2)o1,0,17,0,8,-0.3,-11,.,-4,10
CCCc1cc(=O)[nH]c(Nc2ccc3c(c2)OCCO3)n1,7,5,2,-4,-0.5,1,-12,-9,-3
CC(NC(=O)COc1ccccc1)C(c1ccccc1)N1CCN(C)CC1 (stereo not drawn),3,-7,9,-7,4.9,14,-2,-5,0
CC(C)c1cccc(C(C)C)c1NC(=O)CN1CCCC1,4,-10,2,-4,1.0,-1,0,-10,-4
CCn1c(/C=C/c2ccccc2C)nc2ccccc2c1=O,-1,-6,4,-17,2.9,7,-2,-5,3
CCOC(=O)c1ccccc1NC(=O)COC(=O)CC1CCCCC1,0,-14,3,-3,-0.1,8,-23,-5,27
C/C(=N/NC(=O)c1ccc2nc[nH]c2c1)c1cccs1,-19,6,8,28,5.7,12,-15,-2,23
CCn1nnc(NC(=O)Cc2ccc(Cl)cc2)n1,3,9,6,6,7.0,12,7,-4,-3
CC(=O)Nc1ccccc1OC(C)C(=O)N1CC(C)CC(C)C1 (stereo not drawn),-6,1,4,15,0.3,-9,-10,-2,-30
Nc1c(N(CCC2=CCCCC2)C(=O)COc2ccc(F)cc2Cl)c(=O)[nH]c(=O)n1Cc1ccccc1,-4,-10,20,11,0.2,3,.,-1,-6
COCCNC(=O)NC(=O)CN1C(=O)NC(Cc2c[nH]c3ccccc23)C1=O (stereo not drawn),0,-13,2,4,0.5,11,8,-4,3
CSCCC(=O)N1CCCC(CO)(CCCc2ccccc2)C1 (stereo not drawn),7,-14,8,-22,1.7,25,-7,-5,-1

# 3 entries from above, ordered by number of heavy atoms, falling.
SMILES,M1 PAM,CHO-K1 Ca antag,TAAR1 ag,M1 antag,M1 ag parental,CHO-K1 Ca PAM,CHO parental Ca,M1 ag,TAAR1 antag
CCOC(=O)C1CCN(C(=O)C2CCN(C(=O)c3ccc([N+](=O)[O-])cc3)CC2)CC1,-1,-1,.,7,0.5,5,-7,-4,.
CC(=O)Nc1ccccc1OC(C)C(=O)N1CC(C)CC(C)C1 (stereo not drawn),-6,1,4,15,0.3,-9,-10,-2,-30
Cc1cc(NC(=O)COC(=O)C2CCC2)no1,2,-2,6,-1,-0.5,5,2,-5,-3

# Remaining list, next part.
SMILES,M1 PAM,CHO-K1 Ca antag,TAAR1 ag,M1 antag,M1 ag parental,CHO-K1 Ca PAM,CHO parental Ca,M1 ag,TAAR1 antag
O=C(Nc1nc(-c2ccccc2)cs1)c1ccccc1F,0,-11,7,-9,0.7,5,-14,-3,-3
CCOC(=O)CNC(=O)CSc1nc(Cc2cccs2)nc2ccccc12,-5,18,1,1,-0.1,-12,-17,-8,4
Cc1cccc(C)c1NC(=O)c1c(C)nn(-c2ccccc2)c1Cl,5,9,9,-2,0.9,-3,-5,-6,18
CC(C)CCN1C(=O)c2ccc(C(=O)NCC3CCCO3)cc2C1=O (stereo not drawn),6,-7,3,-28,1.9,14,-8,-1,-19
Cc1ccc(S(=O)(=O)NC[C@H]2O[C@@H](n3ccc(N)nc3=O)[C@H](O)[C@@H]2O)s1,2,-11,0,-3,0.7,11,.,-3,5
O=C(C1CCN(S(=O)(=O)c2ccccc2)CC1)N(CCc1ccccc1)Cc1ccco1,-2,-1,19,1,2.6,11,5,-1,8

# Laid out differently: entries from further up
Molecule: Cc1ccc(S(=O)(=O)NC[C@H]2O[C@@H](n3ccc(N)nc3=O)[C@H](O)[C@@H]2O)s1
  M1 PAM = 2 | CHO-K1 Ca antag = -11 | TAAR1 ag = 0 | M1 antag = -3 | M1 ag parental = 0.7 | CHO-K1 Ca PAM = 11 | CHO parental Ca = . | M1 ag = -3 | TAAR1 antag = 5
Molecule: O=C(Nc1nc(-c2ccccc2)cs1)c1ccccc1F
  M1 PAM = 0 | CHO-K1 Ca antag = -11 | TAAR1 ag = 7 | M1 antag = -9 | M1 ag parental = 0.7 | CHO-K1 Ca PAM = 5 | CHO parental Ca = -14 | M1 ag = -3 | TAAR1 antag = -3

# Quoted at random: three entries already listed, in no set order.
SMILES,M1 PAM,CHO-K1 Ca antag,TAAR1 ag,M1 antag,M1 ag parental,CHO-K1 Ca PAM,CHO parental Ca,M1 ag,TAAR1 antag
Cc1ccc(S(=O)(=O)NC[C@H]2O[C@@H](n3ccc(N)nc3=O)[C@H](O)[C@@H]2O)s1,2,-11,0,-3,0.7,11,.,-3,5
CCOC(=O)CNC(=O)CSc1nc(Cc2cccs2)nc2ccccc12,-5,18,1,1,-0.1,-12,-17,-8,4
O=C(Nc1nc(-c2ccccc2)cs1)c1ccccc1F,0,-11,7,-9,0.7,5,-14,-3,-3
